High-throughput results: PubChem BioAssay, Sanford-Burnham Center for Chemical Genomics
Rpn11 inh: Rpn11 (human) deubiquitinase inhibition; human 26S proteasome, Ub4-pepOG fluorescence polarization; 20S core pre-blocked with epoxomicin; hit rate 0.59% among 360,000; O00487; calls only at 20 µM; AID 588493;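 active = inhibition at 20 µM, scaled to each plate's controls, above about 33%, limit read from the data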
MT1-MMP act inh: inhibitors of human MT1-MMP activation; P50281; HT1080 RFP-PRO-GFP cells, GFP/RFP ratio fluorescence, overnight; percent of plate control window, DMSO zero; GFP/RFP ratio change, % at 20 µM; hit rate 0.061% among 360,000; AID 651647;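 active = GFP/RFP ratio change of at least 30% with cell ATP level not reduced by more than half and red fluorescence within 50% of control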; also: strong numbers were not always called active
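system = RFP-PRO-GFP reporter HT1080 cells | dosing = 20 µM single dose, 1% DMSO | timing = overnight cell settling, then overnight compound exposure, 37 °C, 5% CO2 | read-out basis = GFP/RFP fluorescence ratio | controls = DMSO and RFP-L50D-GFP cell wells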
NRP1-CendR mod: alters CendR peptide binding to human NRP-1; FAM-RPARPAR peptide binding to NRP-1, fluorescence polarization; inhibition, % at 25 µM; O14786; hit rate 0.85% among 360,000;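 active = inhibition or corrected inhibition above about 18%, plus a signal ratio from 0.5 to 1.5, limit read from the data, passing the limit was not always enough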; also: strong numbers were not always called active
Target sequence (O14786 whole entry, looked up): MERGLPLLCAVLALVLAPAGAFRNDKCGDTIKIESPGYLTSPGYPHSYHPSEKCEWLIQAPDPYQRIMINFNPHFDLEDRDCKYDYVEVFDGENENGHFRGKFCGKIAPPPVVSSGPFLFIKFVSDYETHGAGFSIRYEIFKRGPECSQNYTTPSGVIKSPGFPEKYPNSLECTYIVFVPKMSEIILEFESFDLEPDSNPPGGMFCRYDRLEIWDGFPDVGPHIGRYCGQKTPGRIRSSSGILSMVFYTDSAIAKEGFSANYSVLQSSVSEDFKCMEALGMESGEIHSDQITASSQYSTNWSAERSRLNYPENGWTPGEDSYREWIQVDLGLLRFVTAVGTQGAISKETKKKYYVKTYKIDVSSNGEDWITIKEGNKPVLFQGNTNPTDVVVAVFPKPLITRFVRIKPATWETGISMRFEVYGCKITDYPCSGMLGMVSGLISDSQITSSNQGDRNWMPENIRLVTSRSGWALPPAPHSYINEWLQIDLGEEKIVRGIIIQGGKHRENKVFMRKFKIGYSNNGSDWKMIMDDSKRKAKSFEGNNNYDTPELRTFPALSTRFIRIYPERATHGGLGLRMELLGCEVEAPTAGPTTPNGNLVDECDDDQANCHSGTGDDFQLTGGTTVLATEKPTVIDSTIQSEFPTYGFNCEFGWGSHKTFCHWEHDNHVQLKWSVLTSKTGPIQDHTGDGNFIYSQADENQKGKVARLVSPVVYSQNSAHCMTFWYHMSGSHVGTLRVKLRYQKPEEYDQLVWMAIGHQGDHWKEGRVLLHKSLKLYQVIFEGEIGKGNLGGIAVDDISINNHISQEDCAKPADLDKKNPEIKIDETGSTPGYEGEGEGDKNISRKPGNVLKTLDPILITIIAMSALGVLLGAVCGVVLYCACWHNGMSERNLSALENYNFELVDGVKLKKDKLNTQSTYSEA
DNMT1 inh: DNMT1 (human) enzyme inhibition; DNMT1 molecular beacon, Hinp1I cleavage, fluorescence; inhibition (reported as % activation of signal), % at 10 µM; hit rate 0.83% among 360,000; AID 588458; in the data active = inhibition above about 50%
LMPTP inh: LMPTP (human) inhibition; recombinant LMPTP-A, OMFP fluorogenic substrate, fluorescence intensity; inhibition, % at 20 µM; hit rate 0.22% among 360,000; AID 651560;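 active = compounds that cut the enzyme signal by at least half of the control window in the single-dose screen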;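 also: plate controls were DMSO wells with enzyme plus substrate for no effect and substrate without enzyme for full effect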
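Buffer or medium: Bis-Tris pH 6.0, DTT, detergent; Assay system: LMPTP-A enzyme; Quantity: 0.625 nM enzyme; Detection: endpoint fluorescence intensity; Times: 50 min dark incubation at room temperature; Controls: substrate-only low control, DMSO enzyme-plus-substrate high control; Doses: single 20 µM dose; Read-out: percent inhibition versus substrate-only and uninhibited controls; Reagent: 400 µM OMFP.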
Scp1 inh: blocks human Scp-1 phosphatase activity | inhibition, % at 20 µM | Recombinant Scp1, phosphopeptide, malachite green phosphate absorbance | Q9GZU7 | hit rate 0.88% among 340,000;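 active = inhibition above about 50% at 20 µM, limit read from the data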;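 also: plate controls were DMSO wells with enzyme for no effect and wells lacking enzyme for full effect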
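assay system = SCP-1 phosphatase catalytic domain, residues 76-261 | buffer or medium = 50 mM Tris acetate pH 5.5, 0.005% Tween-20, 10 mM MgCl2 | incubation = enzyme reaction 45 min at room temperature, colour 5 min, stabilisation 30 min | signal = Phosphate-binding colour reagent, absorbance read at 630 nm | measure = % inhibition at 20 µM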
SUMO1 PPI mod: modulators of human SUMO1-mediated protein-protein interactions | SUMO1 binding to a labelled peptide, TR-FRET, 1 h | inhibition, % at 20 µM | hit rate 0.33% among 360,000 | AID 602429; in the data active = inhibition above about 37%
Target sequence (P63165 whole entry, looked up): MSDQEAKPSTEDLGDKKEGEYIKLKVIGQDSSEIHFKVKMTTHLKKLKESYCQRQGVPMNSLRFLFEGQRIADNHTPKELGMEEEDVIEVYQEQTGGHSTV
STEP block: STEP (human) phosphatase inhibition. hit rate 0.25% among 360,000. recombinant STEP, OMFP fluorogenic substrate, fluorescence. P54829. inhibition, % at 20 µM. AID 588621;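 active = inhibition at 20 µM, scaled per plate between control wells, above about 37%, limit read from the data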;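 also: 0% = DMSO with enzyme and substrate and 100% = substrate only without enzyme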
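System: STEP (striatal-enriched tyrosine phosphatase) enzyme, cell-free; medium: Bis-Tris pH 6.0 buffer with DTT, detergent; dosing: 20 µM, 1% DMSO; times: reaction 20 min, ambient temperature; detection: fluorescence, 480/540 nm; read-out basis: normalized % inhibition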
NadD inh: blocks S. aureus nicotinate mononucleotide adenylyltransferase; hit rate 0.78% among 360,000; inhibition, % at 20 µM; purified NadD enzyme, colorimetric absorbance read-out; in the data active = inhibition above about 26%; also: some compounds past the cut are filed as inactive
SKN-1 inh: blocks SKN-1 activity in C. elegans | C. elegans VP596 Pgst-4::GFP/RFP ratio, acrylamide-induced, 24 h | inhibition, % at 21.8 µM | hit rate 0.49% among 360,000 | AID 624304;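 active = interference check ratio from 0.5 to 1.5 plus GFP to RFP signal ratio inhibition reaching or exceeding a fixed threshold, cut at about 30% in these data, passing the limit was not always enough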; also: some compounds called inactive have numbers as strong as hits
Starred values were filed as active, the others as inactive; i = inactive; nt = not tested or not shown.

SMILES	Rpn11 inh	MT1-MMP act inh	NRP1-CendR mod	DNMT1 inh	LMPTP inh	Scp1 inh	SUMO1 PPI mod	STEP block	NadD inh	SKN-1 inh
O=C(Nc1c(C(=O)N2CCOCC2)cnn1-c1ccccc1)c1ccc(F)cc1	i	-4	-2	1	-0.9	4	5	-1	2	-9
CCN1CCN(CCc2nc3cc(NC(=O)COc4ccccc4)ccc3n2C)CC1	i	3	-2	-1	23	-6	-2	2	-3	-3
Cc1cc(C)c(NC(=O)CSc2nnc(-c3ccncc3)n2Cc2ccco2)c(Cl)c1	i	-9	-1	2	0.1	-9	4	0	2	5
CN(C)C(=O)CSc1nnc(-c2ccc(S(=O)(=O)N3CCCC3)cc2)n1C	i	4	4	-1	1.0	3	0	0	-6	-12
CCOC(=O)CSc1nnc(NC(=O)c2ccco2)s1	i	-1	8	3	-1.0	0	1	-1	-2	-8
C=CCn1c(CNc2ccccc2)nnc1SCC(=O)N/N=C/c1ccccc1O	i	0	6	-1	-1.9	1	3	-2	-4	-12
O=C(c1cnc2nc3ccccc3n2c1)c1cc(F)ccc1O	nt	-4	-75	-5	0.7	5	-7	-6	21	-13
CN(CC(=O)Nc1ccc(F)cc1)C(=O)CN1C(=O)NC(CCc2ccccc2)C1=O (configuration not stated)	i	1	-5	0	0.0	nt	-4	-2	1	12
O=C(NCCCN1C(=O)c2ccccc2C1=O)OCc1ccccc1	i	0	8	5	0.2	3	-7	-1	-5	7
Cn1c(N)c(C(=O)COC(=O)CSc2ccc(Cl)cc2)c(=O)n(C)c1=O	i	16	10	-4	0.3	-5	3	-2	-4	2
NC(=O)c1cc(Cl)ccc1OCC(=O)N1CCCc2ccccc21	i	4	1	2	-0.2	-7	1	-1	-6	8
CCc1nc2c(OCc3ccc(Cl)cc3Cl)cccn2c1N(C=O)Cc1ccc(OC)cc1	i	-7	-14	-7	19	nt	5	6	19	5
Cc1ccc(S(=O)(=O)Cn2nnnc2C(C(C)C)N2CCN(C(=O)c3ccco3)CC2)cc1 (configuration not stated)	i	-3	-10	-1	-1.2	-5	2	2	-4	8
COc1ccc(/C=C/C(=O)O/N=C(\N)c2cccnc2)cc1OC	i	3	2	3	-0.5	-13	-23	4	0	-7
CCC1=Nc2cc(C(=O)NCCN3CCOCC3)ccc2Sc2ccc(Br)cc21	i	5	1	-10	0.5	-7	4	0	-4	-2
COCCN(Cc1cc2cccc(C)c2[nH]c1=O)C(=O)c1ccccc1	i	nt	6	5	-1.5	1	0	-3	-9	-1
COCCCNC(=O)CC(NS(=O)(=O)c1ccc(Cl)cc1)c1ccc(OC)cc1 (configuration not stated)	i	7	6	6	-0.8	9	5	-6	2	3
Cc1ncc(S(=O)(=O)c2ccc(Cl)cc2)c(-c2ccccc2)n1	i	-1	-2	0	0.2	0	-1	-3	1	8
COC(=O)CCc1c(C)[nH]c(=S)[nH]c1=O	i	-1	-1	5	-1.1	-2	4	0	4	-13
Cc1ccc(C(=O)CSc2nsc(C)c2C#N)cc1	i	-4	5	-6	2.8	-7	1	2	-10	-2
COc1ccc(OC)c(N=Nc2c(O)c3ccccc3[nH]c2=O)c1	i	25	-2	-9	18	2	-23	12	-4	19
COc1ccc(NC(=O)CC2C(=O)N(CCc3ccccc3)C(=S)N2Cc2cccnc2)cc1 (configuration not stated)	i	3	-5	-19	0.2	-2	-11	-5	-2	7
OCCNc1nc(-c2ccccc2)nc2c1oc1ccccc12	i	0	3	4	-1.1	-11	6	0	-2	3
OC(c1cccc(Cl)c1)c1nc(-c2ccccc2)cs1 (configuration not stated)	i	4	-7	9	1.3	nt	2	-1	-3	-3
COc1cccc(-c2cc(NC=O)c3ncc(-c4cccc(C(=O)NCCN(C)C)c4)n3c2)c1	i	1	-10	-5	-6.0	nt	8	3	-3	-5

Next part
SMILES	Rpn11 inh	MT1-MMP act inh	NRP1-CendR mod	DNMT1 inh	LMPTP inh	Scp1 inh	SUMO1 PPI mod	STEP block	NadD inh	SKN-1 inh
Cc1ccccc1OCC1Cn2c(nc3c2c(=O)[nH]c(=O)n3C)O1 (configuration not stated)	i	-3	2	0	-0.6	-2	-1	-1	4	-7
CO[C@H]1CN(C)C(=O)c2cc(NC(=O)c3ccccc3)ccc2OC[C@H](C)NC[C@@H]1C	nt	-7	-8	nt	-1.4	nt	7	nt	nt	14
COC(=O)c1ccc2nc(-c3ccc(Cl)cc3)c(Cc3ccc(OC)cc3C)n2c1	nt	1	-17	nt	3.1	nt	-3	nt	24	1
CC12CCC(O)CC1=CCC1C2CCC2(C)C3=NN=CC3CC12 (configuration not stated)	i	3	-11	0	-1.1	-5	3	0	-1	12
COc1ccc(-n2ncc3c(N4CCc5ccccc54)ncnc32)cc1	i	-1	-2	15	-1.7	-6	-4	0	2	4
COc1ccc(CCNC(=O)CC(c2ccccc2)c2cc(C)ccc2O)cc1OC (configuration not stated)	i	-6	0	-1	-0.8	3	0	0	-9	20
Cc1c(NC(=O)c2cccnc2C(=O)O)cccc1C(=O)O	i	4	0	-4	-2.7	-6	0	-2	-1	-2
O=C(CN1C(=O)NC2(CCc3ccccc32)C1=O)c1c[nH]c2ccccc12 (configuration not stated)	i	5	-9	-16	0.6	-3	-4	-1	4	10
Cc1cccc(N=C(NO)c2nonc2N)c1	i	6	8	4	-2.2	0	2	-4	-3	2
COc1ccc(CC(=O)NCc2nc(-c3ccccc3)no2)cc1	i	3	5	0	-0.5	-9	1	0	-6	-5
Cc1nnc(N(Cc2ccco2)C(=O)c2ccno2)s1	i	-11	-29	-1	-0.6	-12	1	2	-2	20
COC(=O)c1sccc1NC(=O)C1CC1	i	4	-2	3	-2.2	0	0	0	-5	4
CC(=O)N(c1ccccc1)c1nc(/C=C/C(=O)Nc2c(C)cc(C)cc2C)cs1	i	0	-12	2	0.8	-4	-1	1	-2	3
Cc1ccc(-n2c(=O)c3ccc(C(=O)NCc4ccco4)cc3n(Cc3ccccc3C#N)c2=O)cc1	i	2	-1	0	-1.8	-8	2	1	5	3
CC1CCC(NC(=O)c2cccc(S(=O)(=O)N3CCN(c4ccc(F)cc4)CC3)c2)CC1 (configuration not stated)	i	-6	-1	1	1.3	-6	1	-3	6	15
O=C(COc1ccc(Cl)cc1[N+](=O)[O-])N/N=C/c1cccs1	i	-1	0	4	-1.4	-1	-24	3	-3	-9
C=CCOc1ccc(/C=N/NC(=O)C(=O)N2CCCCCC2)cc1OC	i	0	-7	3	-1.0	1	-10	-1	7	-3
COc1ccc(C2c3ccc(O)cc3Oc3ncn4nc(-c5ccccn5)nc4c32)cc1OC (configuration not stated)	i	-4	-31	-11	0.3	-2	9	3	11	6
CCCCC(C(=O)O)C(C)CC(=O)Nc1nccs1 (configuration not stated)	i	1	-5	0	0.1	-7	2	-2	-5	6
Clc1ccc(-c2nnc3ccccn23)cc1	i	3	-2	3	-0.1	1	-4	-1	-4	1
CCN(CC)S(=O)(=O)c1ccc(C(=O)OCC(=O)c2ccc3c(c2)NC(=O)CO3)cc1	i	9	-5	3	2.7	-6	1	0	9	6
CCCCCC(O)(c1ccc(OCC)cc1)C(CN1CCOCC1)c1ccccc1 (configuration not stated)	i	-61	2	-2	1.4	0	3	0	-6	10
O=C1[C@@H]2Cc3c([nH]c4ccccc34)C(c3cccc([N+](=O)[O-])c3)N2C(=O)CN1CCCO (some centres not stated)	i	1	-2	-1	-1.8	-13	-13	3	0	9
CCOc1ccc(NC(=O)CN(C)C(=O)c2cccnc2SC)cc1OCC	i	2	-6	0	2.6	-8	-2	1	-5	6
COc1ccc(NC(=S)N2CCCCCC2)cc1OC	i	3	9	0	-0.5	-5	-5	0	5	-2

(continued)
SMILES	Rpn11 inh	MT1-MMP act inh	NRP1-CendR mod	DNMT1 inh	LMPTP inh	Scp1 inh	SUMO1 PPI mod	STEP block	NadD inh	SKN-1 inh
Cn1c(=O)c2c(nc(NCc3cccnc3)n2Cc2ccccc2Cl)n(C)c1=O	i	-1	7	-4	0.6	-2	3	4	-5	2
Cc1ccc(OCC(O)Cn2c(N3CCOCC3)nc3c2c(=O)[nH]c(=O)n3C)cc1 (configuration not stated)	i	-3	-11	-1	-1.7	-14	1	1	-3	-10
COC(=O)c1ccc(Cn2nc(-c3cc(C)ccc3C)ccc2=O)cc1	i	-1	9	1	1.8	-19	-1	-1	-9	-3
CC1CCCCC1NC(=O)c1cccc(S(=O)(=O)N2CCN(Cc3ccccc3)CC2)c1 (configuration not stated)	i	10	10	-1	2.9	7	1	1	-1	8
O=S(=O)(c1ccc(Cl)cc1)N1CN(CC2CCCO2)c2nc3ccccc3nc21 (configuration not stated)	i	-8	5	0	1.0	-6	-9	0	0	-1
C[C@@H](NC(=O)c1[nH]cnc1C(=O)Nc1ccccc1F)c1ccccc1	i	4	0	5	1.2	nt	8	-2	2	-2
O=C(O)CCCC(=O)Nc1ccc(S(=O)(=O)Nc2nccs2)cc1	i	-6	3	2	-1.7	-3	9	0	-3	-6
CCOC(=O)C1=C(C)N[C@@]2(O)c3ccccc3C(=O)[C@@]12O	i	3	-4	-22	0.4	-5	-2	1	4	12
NC(=O)[C@@H]1CCCN1Cc1nc(-c2ccc(C(F)(F)F)cc2)no1	i	0	2	2	-1.1	-9	0	-2	7	8
Cc1ccc(C)c(S(=O)(=O)N2C(=S)NC(=O)C2CC(C)C)c1 (configuration not stated)	i	7	-4	1	0.1	-8	1	0	-8	9
Cc1cccc(CN(C)C[C@@H]2OCc3cnnn3CCCC(=O)N([C@@H](C)CO)C[C@H]2C)c1	i	3	1	6	-2.8	nt	6	-1	-4	2
CCc1ccc(/C=N/Nc2nn[nH]n2)cc1	i	5	-7	-1	-1.9	-1	-4	0	0	0
CCC(c1nnnn1C1CCCC1)N1CCN(C(=O)c2ccco2)CC1 (configuration not stated)	i	-6	-1	9	-0.6	1	-1	-10	-5	-15
Oc1c(Br)cc(Br)cc1C=Nc1cccnc1	i	-7	-20	-5	1.2	-11	4	1	8	10
C/C(=N\NC(=O)c1ccccc1C)c1ccc(N2CCOCC2)cc1	i	12	12	-2	0.1	-8	-1	-5	-8	3

Compound profiles, as listed above.
Record of `CCOC(=O)C1=C(C)N[C@@]2(O)c3ccccc3C(=O)[C@@]12O` → Rpn11 inh = i; MT1-MMP act inh = 3; NRP1-CendR mod = -4; DNMT1 inh = -22; LMPTP inh = 0.4; Scp1 inh = -5; SUMO1 PPI mod = -2; STEP block = 1; NadD inh = 4; SKN-1 inh = 12
Record of `CCC(c1nnnn1C1CCCC1)N1CCN(C(=O)c2ccco2)CC1` (configuration not stated) → Rpn11 inh = i; MT1-MMP act inh = -6; NRP1-CendR mod = -1; DNMT1 inh = 9; LMPTP inh = -0.6; Scp1 inh = 1; SUMO1 PPI mod = -1; STEP block = -10; NadD inh = -5; SKN-1 inh = -15
